E-sel TNF inh: E-selectin induction blockers in HUVEC – imaging, immunofluorescence, high content, primary screen; HUVEC TNFa-induced E-selectin immunofluorescence; AID 1246, 2008; inhibition, % at 2 µM; 120,000 tested, 0.71% active;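 active = inhibition above the batch mean plus 3 SD, and confirmed as a hit on visual image review, cut at about 43% in these data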;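 note: 0% = TNF-stimulated DMSO wells and 100% = unstimulated control wells; not every result past the cut was called active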
PTEN del growth: growth suppression of PTEN-null HCT116, primary screen, cell-based, CellTiter-Glo; HCT116 PTEN-null viability, 60 h; active compounds read low; viability, % at 10 µM; 140,000 tested, 1.2% active;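 active = viability at or below a set limit, 4 SD under the median of all tested compounds, cut at about 3.7% in these data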;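 note: PTEN knockout HCT116 line with beta catenin targeted HCT116 as companion control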
GALR2 antag: GALR2 antagonists in receptor-expressing cells, primary screen; antagonist mode; AID 828, 2007; 140,000 tested, 0.39% active; inhibition, % at 4 µM; in the data active = inhibition above about 27%;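 note: cells stimulated with galanin 1-16 at roughly its EC80; 0% = agonist challenge control and 100% = basal control without agonist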
Target sequence (O43603 whole entry, looked up): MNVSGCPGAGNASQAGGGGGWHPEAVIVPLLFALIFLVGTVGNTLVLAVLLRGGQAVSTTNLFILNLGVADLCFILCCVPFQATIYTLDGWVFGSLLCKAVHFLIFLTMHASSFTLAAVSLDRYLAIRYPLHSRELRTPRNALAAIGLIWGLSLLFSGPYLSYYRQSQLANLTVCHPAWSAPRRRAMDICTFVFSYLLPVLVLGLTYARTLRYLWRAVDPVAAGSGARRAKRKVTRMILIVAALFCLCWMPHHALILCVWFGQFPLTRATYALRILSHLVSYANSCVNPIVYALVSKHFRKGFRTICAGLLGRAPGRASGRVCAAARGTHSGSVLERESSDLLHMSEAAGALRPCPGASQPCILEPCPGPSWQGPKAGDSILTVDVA
Measles CPE: compounds protecting cells from measles virus cytopathic effect, primary screen, measles RdRp inhibitor project, single point, MLSMR library, absorbance; Measles virus-infected cells, CPE protection; protection (pct of control), % at 4 µM; 140,000 tested, 1.5% active; in the data active = protection mostly above about 24%, no sharp cut-off; inactive = mostly below about 26%; note: some compounds called inactive have numbers as strong as hits
Yeast growth inh: growth inhibitors of yeast BB579 in restrictive medium, primary screen, yeast lifespan-shortening project, S. cerevisiae; 140,000 tested, 0.51% active; inhibition, % at 10 µM; OD615, 48 h;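 active = inhibition above a set limit, 3 SD over the mean compound inhibition, cut at about 44% in these data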; note: inactives centre near -24
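controls = amphotericin B 10 µg/mL, positive | assay system = DeaD yeast strain BB579 | schedule = 48 h compound exposure at 30 °C after 4 h preincubation | detection = OD615 turbidity measurement | medium = restrictive CSMM-D medium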
NPY Y2 blocker: NPY-Y2 receptor antagonists, primary screen, cell-based; NPY-Y2 expressing cells, antagonist mode; Neuropeptide Y receptor type 2 (Homo sapiens), P49146; 140,000 tested, 0.99% active; inhibition, % at 2.7 µM; in the data active = inhibition above about 17%;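 note: 0% = vehicle with agonist challenge and 100% = reference antagonist with challenge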
Target sequence (P49146 whole entry, looked up): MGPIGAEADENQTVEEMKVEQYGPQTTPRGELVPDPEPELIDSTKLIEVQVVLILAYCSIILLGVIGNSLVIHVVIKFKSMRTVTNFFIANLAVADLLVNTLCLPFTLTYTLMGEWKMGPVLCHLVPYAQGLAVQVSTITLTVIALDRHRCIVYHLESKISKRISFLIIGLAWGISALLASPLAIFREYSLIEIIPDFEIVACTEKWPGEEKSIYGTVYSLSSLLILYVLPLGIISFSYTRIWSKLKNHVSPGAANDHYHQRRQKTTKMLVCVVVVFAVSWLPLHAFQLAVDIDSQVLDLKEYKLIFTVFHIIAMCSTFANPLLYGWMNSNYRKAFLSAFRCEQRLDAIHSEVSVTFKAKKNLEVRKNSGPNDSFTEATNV
Phagocytosis inh: inhibitors of macrophage phagocytosis, primary screen, imaging, J774A.1 cells, IgG beads | 110,000 tested, 0.07% active | J774A.1 macrophage IgG-bead phagocytosis | inhibition, % at 5 µM;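 active = inhibition above the mean of the plate negative controls plus 5 SD, cut at about 13% in these data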;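 note: phagocytic index as fraction of beads internalized from green versus red external bead signal; plate controls were DMSO negative control for no effect and cytochalasin-D positive control for full effect; some results beyond the cut were filed as inactive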
Yeast life ext: compounds extending yeast replicative lifespan, primary screen, S. cerevisiae, OD615; S. cerevisiae growth with nicotinamide; deaD strain in restrictive glucose medium; 130,000 tested, 0.68% active; inhibition of the nicotinamide effect, % at 10 µM;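 active = inhibition above a set limit, placed 3 SD over the median of all compounds, cut at about 26% in these data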;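 note: 0% = nicotinamide-treated wells and 100% = cells grown without nicotinamide; some compounds called inactive have numbers as strong as hits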
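Buffer or medium: CSMM-D glucose medium, restrictive; test system: modified budding yeast, DeaD strain; compound: single dose 10 µM compound, 0.25% DMSO; schedule: culture preincubation 4 h, compound exposure 48 h, both 30 °C; detection: optical density (absorbance) at 615 nm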
bCat KO growth: primary screen for growth suppressors in beta-catenin knockout HCT116 cells (colon tumor, human). HCT116 beta-catenin knockout viability, CellTiter-Glo, 60 h; active compounds read low. viability, % at 10 µM. 140,000 tested, 1.5% active. AID 818, 2007;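 active = viability at or under a set limit, the compound median less 4 SD, cut at about 6% in these data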;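 note: 0% = Hyamine 1622 control at 20 µM and 100% = untreated cell control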
MRP1 act: H69AR viability gain despite doxorubicin, primary screen, MRP-1 activator project, H69AR cells, CellTiter-Glo; viability rescue; viability increase, % at 10 µM; 140,000 tested, 0.61% active;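 active = viability gain under doxorubicin at or above a set limit, the compound median plus 3 SD, cut at about 4.7% in these data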;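 note: MRP-1 overexpressing cells given doxorubicin 25 µM after compound pretreatment; 18-22 h compound pretreatment then 72 h with doxorubicin before readout; 0% = doxorubicin-only wells and 100% = vehicle-treated cells without doxorubicin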
* marks the source's active call; other numbers are inactive results; / = no result given.

SMILES	E-sel TNF inh	PTEN del growth	GALR2 antag	Measles CPE	Yeast growth inh	NPY Y2 blocker	Phagocytosis inh	Yeast life ext	bCat KO growth	MRP1 act
Cc1ccc(N/C(CSC(N)=O)=N\S(=O)(=O)c2ccc(C)cc2)cc1	-5	103	1	6	-1	4	-1	-6	104	-0.2
COc1ccc(S(=O)(=O)N(C)CC(=O)N2CCN(C)CC2)cc1C	-3	103	-3	9	-58	-1	0	-8	108	-0.2
COc1ccc(OCC(O)CNC(=O)c2ccccc2C(=O)O)cc1 (centres undefined)	-9	103	4	4	-35	4	-4	-1	101	-0.3
COC(=O)c1ccc(Sc2ccccc2NS(=O)(=O)c2ccc(OC)cc2)nc1	-6	89	10	15	-63	0	0	-11	91	-1.6
CN(C)c1nc(N)nc(CSc2nnnn2-c2ccc(F)cc2)n1	2	86	-6	18	-9	1	1	-23	91	-2.8
CC(C)(C)P(=O)(CO)c1ccccc1 (centres undefined)	-5	109	7	6	3	-2	-1	-13	107	0.1
CC(=O)N1CCc2cc(S(=O)(=O)NCCN3CCC(C)CC3)ccc21	24	102	-6	38*	-73	3	0	-7	97	0.4
Cc1ccccc1-c1ccc(C(=O)Nc2cccc(F)c2)o1	-23	72	-5	5	-11	6	/	-4	72	-2.0
Cc1cc(OCCN2CC(C)OC(C)C2)ccc1[N+](=O)[O-] (centres undefined)	-2	87	7	22	-19	3	-4	-11	104	-2.7
CC(C(=O)NC1CCCc2ccccc21)N1CCN(c2ccc(F)cc2)CC1 (centres undefined)	/	75	-8	3	-37	3	2	2	82	-1.8
CC(=O)c1cccc(N(CC(=O)N2CCCC2)S(C)(=O)=O)c1	4	96	-14	3	-9	4	-1	-10	85	-0.6
CCS(=O)(=O)N1CCN(C(=O)c2cccc(OC)c2)CC1	-10	100	11	15	-52	1	-1	-9	93	0.3
CCOC(=O)N1CCN(C(=O)CN(C2CCCCC2)S(=O)(=O)c2ccc(F)cc2)CC1	-4	93	-4	34	-28	2	/	-14	104	-3.2
COC(=O)CN1C(=S)N(C)C(=O)C1CC(=O)Nc1ccccc1 (centres undefined)	3	93	-3	3	-20	4	-7	3	92	-2.2
c1ccn(-c2ccc(N3CCOCC3)cc2)c1	2	92	6	24	-15	1	-2	-26	101	0.3
CCN1CCC(=NNC(=O)c2ccco2)CC1	1	86	0	4	-10	2	1	-7	86	-0.6
O=[N+]([O-])c1cccc(/C=C/c2nc3ccc([N+](=O)[O-])cc3[nH]2)c1	-18	3.7*	0	7	-39	-1	0	-13	9	-6.2
Cc1ccc(-c2nn(-c3ccccc3)cc2CSC(=N)N)cc1	-56	1.0*	9	3	-28	4	/	-32	1.1*	-6.0
CCc1ccccc1NC(=O)N1C2CCCC1CC(NC(C)=O)C2 (centres undefined)	16	104	10	40	-15	1	-1	-18	109	-2.3
O=S1(=O)c2ccccc2N=NN1Cc1ccc(Cl)c(Cl)c1	/	86	5	4	-13	-1	2	-25	84	-2.0
Cc1occc1C(=O)Nc1sc2c(c1C(N)=O)CCC(C(C)(C)C)C2 (centres undefined)	7	85	4	1	-38	2	-2	18	96	1.8
COC(=O)CSc1ncnc2c1cnn2Cc1ccccc1	5	83	3	8	-19	4	0	-22	89	-0.7
Cc1ccc(OCC(=O)NNC(=O)C(C)Sc2ncnc3sc(C)c(C)c23)cc1 (centres undefined)	2	105	8	18	-74	4	0	-10	98	-0.1
N#CC1=C2SCN(Cc3ccco3)CN2C(=O)CC1c1ccccc1F (centres undefined)	-3	94	-6	2	-8	7	1	-5	100	-3.3

A few values from the results shown:
Value of CCOC(=O)N1CCN(C(=O)CN(C2CCCCC2)S(=O)(=O)c2ccc(F)cc2)CC1 under MRP1 act: -3.2
Value of CC(C)(C)P(=O)(CO)c1ccccc1 (centres undefined) under Yeast growth inh: 3

Other records:
SMILES	E-sel TNF inh	PTEN del growth	GALR2 antag	Measles CPE	Yeast growth inh	NPY Y2 blocker	Phagocytosis inh	Yeast life ext	bCat KO growth	MRP1 act
Cc1onc(-c2c(F)cccc2Cl)c1C(=O)Nc1nc2ccccc2[nH]1	0	14	15	18	-46	2	/	-18	19	-2.0
Cc1[nH]n(-c2cccc(Cl)c2)c(=O)c1/C=N/n1c(C)nc2ccccc2c1=O	10	89	-9	8	-30	3	-2	-6	86	-2.5
COCCn1c(=O)[nH]c2cc(C(=O)NCCN3CCN(c4ccccc4F)CC3)ccc2c1=O	/	92	-2	16	-15	-2	2	-10	81	-2.2
Cc1cc(C(=O)NCc2ccc(S(N)(=O)=O)cc2)ccc1[N+](=O)[O-]	/	92	-2	4	2	3	-17	2	86	-1.4
O=C(CN1C(=O)CSC1=O)Nc1ccc(C(=O)O)cc1	/	91	17	102*	-6	1	1	-12	98	-1.3
CCCCCCCOc1ccc(OC(=O)c2cccnc2)cc1	6	21	-4	3	-14	1	-1	-7	22	-1.0
COc1cccc(C(=O)N(Cc2ccc(N(C)C)cc2)C2CCS(=O)(=O)C2)c1 (centres undefined)	/	102	-7	18	-50	0	0	-2	96	-1.2
CC(C)(C)c1ccc(C(=O)N/C(=C/c2cccs2)C(=O)NCc2ccco2)cc1	/	77	3	15	-1	6	-9	2	81	-3.0
CCOC(=O)c1c(C)c(C(=O)NCCN2CCOCC2)c(C)n1CC	/	108	-2	3	5	2	/	-21	97	-2.6
Cc1cc(-c2ccccc2)nc(N/N=C/c2ccco2)n1	8	89	2	2	-9	-1	-2	-26	104	-3.6
CC(C)C(NC(=O)OCc1ccccc1)C(=O)NC1CCCCC1 (centres undefined)	/	98	7	12	-8	2	-8	-1	93	-1.7
CCc1ccc(C2CC(c3ccc(C)cc3)Nc3nc(N)nn32)cc1 (centres undefined)	19	84	4	16	-12	11	0	2	95	-1.0
Cc1ccc(-c2cc3nc(-c4ccccc4)cc(N)n3n2)cc1	-38	99	-2	1	-27	2	0	-2	96	0.6
CCOC(=O)N1CCN(Cc2cc(=O)oc3cc4c(cc23)CCC4)CC1	/	71	-1	16	-9	2	-1	-13	68	-0.6
CC(=O)Nc1ccccc1-c1nc2ccccc2nc1OCC(=O)c1ccc(Cl)cc1	-13	86	-6	4	-34	7	-4	-2	91	2.0
Cn1c(=O)c2c(nc(N3CCCCCC3)n2CC(O)COc2ccccc2)n(C)c1=O (centres undefined)	4	71	-1	2	13	5	/	-13	80	-3.8
COCc1cc(C)nc(OCC(=O)N/N=C/c2cccc(OC)c2)c1C#N	17	109	1	/	-6	0	-2	-6	93	-0.6
CCN1C(=O)N/C(=C/c2ccc(Sc3ccc(C)cc3)o2)C1=O	-14	83	1	30	-11	2	7	-26	96	-2.2
O=C(COc1ccccc1)NCCc1cn2ccsc2n1	/	89	-7	24	10	2	0	-11	98	-0.1
CS(=O)(=O)Nc1ccc(C2=NN(S(C)(=O)=O)C(c3ccccc3)C2)cc1 (centres undefined)	/	97	-2	13	-44	2	-9	3	102	-3.9
CN1CCN(C(=O)c2ccc(C3SCC(=O)N3Cc3ccco3)cc2)CC1 (centres undefined)	3	93	-1	4	17	4	-1	-4	78	0.1
Cc1[nH]ccc(=O)c1OCc1c(Cl)cccc1Cl	-12	102	5	17	-17	0	-1	-9	108	-0.8
COc1ccc2c(c1)C1C=CCC1C(c1cc3c(cc1Br)OCO3)N2 (centres undefined)	5	47	-4	16	-38	0	/	-3	50	-3.1
COc1ccc(NC(=O)c2cccc(NC(=O)c3ccco3)c2)c(OC)c1	17	112	2	2	-13	3	0	-27	93	-0.4
C=CCc1c(C)nc(SCc2nc3ccccc3c(=O)[nH]2)[nH]c1=O	12	107	3	7	8	4	-4	-6	94	-1.1
O=C(C1CCN(S(=O)(=O)N2CCOCC2)CC1)N1CCN(Cc2ccccc2)CC1	/	95	0	7	-52	1	/	-4	96	-2.4
CCC(=O)Nc1ccccc1N1CCN(S(C)(=O)=O)CC1	-11	103	6	15	-18	3	2	-4	95	-1.2
Cc1nc2ccccn2c1C(=O)N/N=C/c1cc(C)n(-c2ccc(Br)cc2)c1C	-12	66	5	5	-46	0	/	/	63	-1.3
CC(C)CC(c1nnnn1C(C)C)N1CCN(c2ccccc2)CC1 (centres undefined)	13	79	9	9	-22	9	/	-12	86	-1.7
CC(=O)Nc1ccc(OCC(=O)NC(C)C(C)C)cc1 (centres undefined)	4	99	-6	9	-3	2	-1	-7	93	-3.1
COc1ccc(OC)c(-c2cc(C(=O)N3CCN(c4ncccn4)CC3)c3ccccc3n2)c1	17	63	11	5	-52	6	/	-18	76	-6.1
N#CCCN(Cc1cccnc1)C(=O)c1sc2cc(F)ccc2c1Cl	/	89	8	9	-58	1	-1	8	96	-2.1
COc1ccc(NC(=O)CN2CCN(S(=O)(=O)c3ccc(Cl)cc3)CC2)cc1	-37	100	-2	13	-37	-1	-1	2	89	-1.4
COc1ccccc1CNC(=O)CNCC1CCCO1 (centres undefined)	-40	94	7	18	-23	0	-1	4	102	-2.1
O=C(CSC1=NCCS1)Nc1ccc(S(=O)(=O)N2CCCCCC2)cc1	/	81	-13	17	-60	-1	-1	-6	45	-1.8
Cc1sc2c(c1C)C(=O)NC(c1cccc(O)c1)N2 (centres undefined)	-2	96	6	1	-23	0	-2	-4	90	-2.7
Cn1cccc1-c1nc2ccc(NC(=O)c3ccccc3)cc2[nH]1	-25	89	10	6	-34	3	3	-8	90	-3.0
C=C(C)CNC(=S)N/N=C/C1=CCC2CC1C2(C)C (centres undefined)	7	58	-6	17	-26	8	-6	1	57	-0.7
CNC(=O)C1CC(=O)N(CCCc2ccccc2)C(=Nc2ccccc2)S1 (centres undefined)	12	87	-24	33	-48	1	-1	-5	95	-2.0
Cc1ccc(Cl)cc1-n1c(=O)cc(N2CCN(C(=O)c3ccco3)CC2)[nH]c1=O	5	97	-8	3	-36	1	/	/	92	1.0
Cc1ccc(Cl)cc1NC(=O)Cn1cc2c(n1)CCCC2	19	95	-2	7	-20	3	0	-5	93	-3.4
Cc1ccc(N=Cc2c(O)n(C)c(=O)n(C)c2=O)nc1	/	101	-4	1	32	0	0	-18	92	2.0
CCOC(=O)CSc1ncnc2c1c(-c1ccccc1)cn2-c1ccc(OC)cc1	8	98	-2	6	-15	5	1	-1	88	1.2
CSCCC(NC(=O)C1CCC(C)CC1)C(=O)O (centres undefined)	/	96	-10	3	-16	2	0	-14	104	-3.5

Compound activity: PubChem, several laboratories
